Screening data from PubChem.
TcdB GH inh – blocks C. difficile toxin B glycohydrolase activity. 350,000 tested, 0.24% active. P18177. inhibition, % at 9.99 µM. TcdB glycohydrolase enzymatic assay, plate reader; in the data active means inhibition above about 10%
PfHsp40 yeast – rescue of PfHsp40-mediated yeast toxicity; S. cerevisiae expressing PfHsp40, growth rescue, ATP luminescence; growth rescue, % at 12.5 µM; 340,000 tested, 0.68% active; AID 504582; in the data active means growth rescue above about 28%, passing the limit was not always enough;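 further: yeast W303a lacking pdr1 and pdr3 grown in galactose medium; growth measured after three days at 30 °C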
Anthrax LF inh2 – inhibitors of Bacillus anthracis lethal factor protease; inhibition, % at 10 µM; multiplex microsphere protease cleavage assay, LF; P15917; 360,000 tested, 0.12% active; further: plate controls were buffer without enzyme for full effect and enzyme alone for no effect
Target sequence (P15917 whole entry, looked up): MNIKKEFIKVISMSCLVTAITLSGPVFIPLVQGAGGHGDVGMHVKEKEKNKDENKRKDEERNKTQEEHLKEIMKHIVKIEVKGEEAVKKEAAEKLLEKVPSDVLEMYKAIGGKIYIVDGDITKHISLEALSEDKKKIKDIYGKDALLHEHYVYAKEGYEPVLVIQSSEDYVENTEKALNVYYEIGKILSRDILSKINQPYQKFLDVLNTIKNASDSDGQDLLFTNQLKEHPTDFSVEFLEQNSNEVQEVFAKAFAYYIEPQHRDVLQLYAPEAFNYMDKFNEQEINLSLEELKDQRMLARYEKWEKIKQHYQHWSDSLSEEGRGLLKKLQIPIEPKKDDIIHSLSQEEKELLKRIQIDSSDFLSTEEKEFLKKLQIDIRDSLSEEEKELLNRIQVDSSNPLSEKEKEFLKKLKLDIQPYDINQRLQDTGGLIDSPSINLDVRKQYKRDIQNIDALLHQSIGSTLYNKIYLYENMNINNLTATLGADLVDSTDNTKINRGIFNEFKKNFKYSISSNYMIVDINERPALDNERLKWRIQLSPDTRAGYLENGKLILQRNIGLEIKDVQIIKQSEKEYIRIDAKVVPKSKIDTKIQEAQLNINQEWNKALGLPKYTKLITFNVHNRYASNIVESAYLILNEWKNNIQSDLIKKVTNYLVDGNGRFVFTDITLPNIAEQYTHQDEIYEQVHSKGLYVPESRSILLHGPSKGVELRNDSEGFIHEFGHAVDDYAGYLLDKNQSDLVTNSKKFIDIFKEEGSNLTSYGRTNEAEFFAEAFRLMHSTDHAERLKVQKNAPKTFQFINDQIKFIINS
PrPC surface inh – inhibitors of human cell surface prion protein PrPC; P04156; TR-FRET read-out; inhibition, % at 13.8 µM; 370,000 tested, 0.43% active; in the data active means inhibition above about 24%; further: 0% = median of the test wells and 100% = reference compound wells
PriA SSB inh – inhibitors of Klebsiella pneumoniae PriA binding to SSB C-terminal tail | 430,000 tested, 0.6% active | AID 1272365 | inhibition, % at 33 µM | AlphaScreen SSBct-PriA binding, biotinylated peptide; in the data active means inhibition mostly above about 37%, no sharp cut-off; inactive means mostly below about 20%;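 further: plate controls were negative control peptide for no effect and reference peptide for full effect; strong numbers were not always called active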
BoNT-A LC inh2 – blocks Botulinum neurotoxin A light chain protease. multiplex microsphere protease substrate cleavage, flow cytometry. inhibition, % at 10 µM. 360,000 tested, 0.17% active. AID 588499; further: plate controls were buffer without enzyme for full effect and enzyme alone for no effect
Vc quorum ag – induces V. cholerae light production without autoinducers | V. cholerae BH1578 lux reporter, luminescence, 6 h | activation, % at 18.7 µM | 350,000 tested, 0.16% active; in the data active means activation mostly above about 9.7%, no sharp cut-off; further: not every result past the cut was called active; inactives centre near 0; reference of the scale not given here
SARS 3CLpro inh – SARS-CoV 3CLpro protease inhibition | recombinant SARS-CoV 3CLpro, quenched FRET peptide cleavage | inhibition, % at 6 µM | P0C6X7 | 290,000 tested, 0.14% active; in the data active means inhibition above about 12%
Yp Topo-I inh – Y. pestis Topo-I inhibition via cleavage products | 360,000 tested, 0.064% active | AID 504884 | activity, % at 10 µM | Y. pestis Topo-I cleavage product accumulation, plate reader; in the data active means activity above about 50%, passing the limit was not always enough; further: inactives centre near 2
Active calls of the source: *; i = inactive; / = no result given; & = joins results of further samples. Unless noted, no stated cut-off is given here; in the data, active means inhibition above about 30%; inconclusive means no clear call, values can overlap the other calls; inactive means below that.

SMILES	TcdB GH inh	PfHsp40 yeast	Anthrax LF inh2	PrPC surface inh	PriA SSB inh	BoNT-A LC inh2	Vc quorum ag	SARS 3CLpro inh	Yp Topo-I inh
OCC1OC(n2cnc3c(N4CCCC4)ncnc32)C(O)C1O (stereo unspecified)	1.1	/	-3	1	/	0.3	-0.5	/	-4
CS(=O)(=O)c1ccc(Cl)c(NC(=O)C2CC(=O)N(c3ccc4c(c3)OCCO4)C2)c1 (stereo unspecified)	0.7	-1.8	5	-4	-13	-0.2	0.5	2	-8
CC(C(=O)Nc1ccc2[nH]c(=O)[nH]c2c1)N1CCN(Cc2ccc3c(c2)OCO3)CC1 (stereo unspecified)	1.6	-0.9	-2	7	2	3.6	i	/	1
CCc1ccc2[nH]c(=O)c(CN(CCN(C)C)C(=O)Nc3ccccc3OC)cc2c1	/	-0.1	-5	-12	5	0.0	-0.5	-10	14
CCOC(=O)c1cnn2c(C(F)F)cc(C3CC3)nc12	/	1.1	-2	0	-8	-1.1	-12	-2	-6
CCOC(=O)N1CCN(c2ccc(C(F)(F)F)cn2)CC1	0.8	0.3	-1	4	-10	1.0	-0.6	2	7
CCCCCn1c(N2CCCC2)nc2c1c(=O)n(C)c(=O)n2C	0.2	-1.3	-17	-4	-11	-3.3	-0.6	-1	5
O=C(CN1C(=O)NC2(CCc3ccccc32)C1=O)c1ccc(Cl)cc1 (stereo unspecified)	-2.5	0.1	1	-1	-2	-6.3	i	/	10
Cc1ccc(NC(=O)COC(=O)CN2C(=O)NC(C)(C)C2=O)cc1S(=O)(=O)N1CCOCC1	0.5	-0.4	2	3	0	0.3	-0.3	2	13
Cc1c(Cl)cccc1NC(=S)N1CCN(S(=O)(=O)c2cccs2)CC1	1.7	0.5	2	-3	0	-0.4	-3.6	1	0
Cc1cc(-c2ccccc2)cc(C)[n+]1Cc1ccccc1	1.7	0.0	-3	7	-6	-0.2	1.2	/	13
CCNC(=O)Nn1c(-c2ccccc2)nc2ccccc2c1=O	/	-0.3	-1	-3	-5	0.5	-0.4	0	1
Cn1c(N)cc(-c2ccc(F)cc2)c(C#N)c1=O	-0.9	-0.9	1	-4	-6	-0.7	i	-4	-4
CSCCC(NC(=O)COc1ccccc1)C(=O)N1CC(C)OC(C)C1 (stereo unspecified)	0.9	-0.8	0	-2	-14	4.2	-4.3	/	4
Cc1ccc(S(=O)(=O)C(CNC(=O)C(C)C)c2cccs2)cc1 (stereo unspecified)	-0.3	0.2	1	4	-6	0.8	-3.1	3	8

Taken from the entries so far for reference:
SMILES	TcdB GH inh	PfHsp40 yeast	Anthrax LF inh2	PrPC surface inh	PriA SSB inh	BoNT-A LC inh2	Vc quorum ag	SARS 3CLpro inh	Yp Topo-I inh
CSCCC(NC(=O)COc1ccccc1)C(=O)N1CC(C)OC(C)C1 (stereo unspecified)	0.9	-0.8	0	-2	-14	4.2	-4.3	/	4
Cc1ccc(S(=O)(=O)C(CNC(=O)C(C)C)c2cccs2)cc1 (stereo unspecified)	-0.3	0.2	1	4	-6	0.8	-3.1	3	8

Additional entries follow:
SMILES	TcdB GH inh	PfHsp40 yeast	Anthrax LF inh2	PrPC surface inh	PriA SSB inh	BoNT-A LC inh2	Vc quorum ag	SARS 3CLpro inh	Yp Topo-I inh
CCCCN(C)C(=O)c1ccc(S(=O)(=O)N2CCOCC2)cc1	/	0.6	-1	-3	1	0.5	i	0	-1
Cc1cccc(Oc2ncc(-c3ccc(Cl)cc3)cn2)c1C	/	1.6	-4	3	-48	0.1	-0.4	6	25
O=C(CCNC(=O)c1ccco1)NCc1ccc(C(=O)O)cc1	0.0	0.6	-7	1	2	0.3	-0.8	/	-1
Cc1ccc(S(=O)(=O)N2CC=C(C(=O)NC3CC3)CC2)cc1	0.6	-2.0	-2	-3	-12	0.1	i	0	1
CC(C)CN(C(=O)c1ccc(S(=O)(=O)N2CCCCC2)cc1)C1CCS(=O)(=O)C1 (stereo unspecified)	-0.2	-0.7	8	-3	-13	1.5	0.0	/	-8
Cc1ccc(NC2=CC(=O)OC(C)C2)cc1 (stereo unspecified)	/	-1.1	-4	7	-23	-0.1	i	1	-1
O=C(Nc1ccc(Cl)cc1)c1sccc1-n1cccc1	3.0	4.4	-1	7	-7	-0.5	i	-1	-6
COc1ccccc1C(=O)Nc1ccc2c(c1)nc(CCNC(C)=O)n2C	1.7	-0.1	-1	-3	-1	-3.0	-0.7	0	-1
Nc1nc(NCc2ccco2)nc(N2CCCCC2)c1[N+](=O)[O-]	/	-0.8	-1	5	22	-0.5	i	-2	-1
Cc1nc2ccccc2c2oc(C(=O)NC3CC3)cc12	1.6	-0.2	1	-4	-8	0.2	-0.2	-1	-1
Cc1cc(C)cc(NC(=O)Cc2ccc(NC3=NC4CS(=O)(=O)CC4S3)cc2)c1 (stereo unspecified)	0.0	0.9	7	4	-9	0.9	1.7	-5	0
CCC(CC)C(=O)NCCCN1CCOCC1	0.5	0.5	-1	5	-3	-0.9	0.0	4	3
CCn1c(C)nc2cc(C(=O)N/N=C(\C)c3ccc(OC)cc3O)ccc21	-0.2	0.1	1	-3	/	0.1	i	-2	7
O=C(CCC(=O)N1CCOc2ccccc21)Nc1ccc(F)cc1F	0.6	-0.3	-5	-1	-1	0.1	-0.3	1	3
Cc1cc(C)nc(NC(=O)CCC2CCCC2)c1	/	-1.3	6	13	-8	2.7	-0.6	-5	-2

The closing 2 records of the part before are carried over, then new ones follow.
SMILES	TcdB GH inh	PfHsp40 yeast	Anthrax LF inh2	PrPC surface inh	PriA SSB inh	BoNT-A LC inh2	Vc quorum ag	SARS 3CLpro inh	Yp Topo-I inh
O=C(CCC(=O)N1CCOc2ccccc21)Nc1ccc(F)cc1F	0.6	-0.3	-5	-1	-1	0.1	-0.3	1	3
Cc1cc(C)nc(NC(=O)CCC2CCCC2)c1	/	-1.3	6	13	-8	2.7	-0.6	-5	-2
Cc1cnn2c(C3CC3)ccnc12	2.5	-1.0	-1	-4	-17	0.1	2.9	-1	-4
C=CCOC(=O)C1=C(C)NC(SCC)=C(C#N)C1c1ccc(Cl)cc1 (stereo unspecified)	/	1.8	-1	12	-41	-0.8	i	11	14
CCN(CC)C(=O)C1CCN(S(=O)(=O)c2ccc3oc4ccccc4c3c2)CC1	-0.5	0.6	-2	16	-2	0.4	-0.5	0	30
CCOc1ccccc1C(=O)Nc1ccc2nc3n(c(=O)c2c1)CCCCC3	0.8	1.2	1	5	-25	-0.4	-0.5	-1	22
C=CCn1c(SCC(=O)N(C)C2CCS(=O)(=O)C2)nnc1-c1ccccc1 (stereo unspecified)	-4.2	0.3	7	7	-10	1.8	i	/	-1
CCCCN(CCCC)S(=O)(=O)c1ccc(NC(=O)c2ccc([N+](=O)[O-])cc2Cl)cc1	/	1.2	-2	-4	15	-0.5	-0.4	2	9
COc1ccc(F)cc1S(=O)(=O)Nc1ccc2c(c1)OCCO2	0.9	-1.3	1	-1	2	-0.7	i	3	-6
Cc1ccc(S(=O)(=O)N=Nc2c(O)[nH]c3ccccc23)cc1C	/	0.2	1	-10	-12	-1.8	3.7	4	12
O=C1CCC(=O)O1	0.7	-0.8	2	5	3	0.2	-0.4	/	6
O=S(=O)(Cc1ccccc1)Nc1ccc(S(=O)(=O)NCC2CCCO2)cc1 (stereo unspecified)	/	-1.1	-2	-8	-1	0.7	-5.0	1	-2
Cc1ccc(NS(=O)(=O)c2ccc3c(c2)NC(=O)CC(=O)N3)cc1C	0.5	0.1	2	-1	-1	-0.2	-0.3	4	-4
CC1=C(C(=O)NCc2ccccc2)C(c2cccs2)n2ncnc2N1 (stereo unspecified)	/	-0.1	-4	-1	12	-0.3	i	-2	-3
COc1ccc2cc(C(N)=O)c(=Nc3ccccc3)oc2c1	0.4	-0.2	-2	3	5	-0.4	i	3	2
COC(=O)c1cccc(CN2C(=O)C(C)Oc3ccc(C)cc32)c1 (stereo unspecified)	0.5	/	-2	2	/	-0.4	i	/	28
COCCNC(=O)c1c[nH]c2ccc(S(=O)(=O)N3CCc4ccccc43)cc2c1=O	-0.5	-0.2	-1	1	-9	-0.2	-0.1	0	21
O=C(Cn1nnc2ccccc21)NNC(=S)NC1CCCCC1	-0.1	0.0	-4	6	-13	0.3	i	4	-11
CN1CC(=O)N(CC(=O)Nc2cc(Cl)cc(Cl)c2)C1=O	1.5	-0.6	-6	0	-19	-0.3	-0.4	1	4
CCC(=O)NC(=S)N1CCN(c2ccc([N+](=O)[O-])cc2Cl)CC1	/	0.3	-2	-11	2	-0.3	-0.2	7	-4
COCCCN(C(=S)Nc1c(C)cc(C)cc1C)C(C)c1ccccn1 (stereo unspecified)	1.2	1.9	1	8	-4	-1.0	i	1	2
Cc1cc(C)c(S(=O)(=O)N2CCCC(C(=O)N3CCCC3)C2)c(C)c1 (stereo unspecified)	0.1	0.5	0	-3	-9	-0.9	-2.9	2	15
O=C(Nc1ccc(Br)cc1)Nc1ccccc1F	1.4	-0.8	0	23	-22	-0.6	-0.4	0	-3
CCOC(=O)c1cc(-c2ccc(F)cc2)n(CC(=O)NC(C)CC)c1C (stereo unspecified)	1.1	0.4	-2	7	7	-0.2	3.3	3	1
CNc1nc(C)c(C#N)cc1C(C)=O	/	-0.5	1	7	5	0.3	4.3	-4	-4
COC(=O)CCC(=O)OC1(C)C(=O)C=C2C=C(C3CC3)N(Cc3ccco3)C=C2C1=O (stereo unspecified)	-0.9	-1.2	-8	-10	-3	1.0	0.3	/	5
COc1ccc(CNC(=O)c2cccc(N3CCCC3=O)c2)cc1	/	0.7	1	1	-3	1.2	-5.2	0	11
NC(=O)CC1SC(N)=NC1=O (stereo unspecified)	/	-0.4	7	-3	/	1.0	-1.9	3	5
CCCN1CCN(S(=O)(=O)c2cn(C)nc2C)CC1	0.7	-0.4	-4	-1	-14	-0.6	i	4	-9
Cc1cccc2nc(CSc3nncn3-c3ccccc3)cn12	/	-0.7	-6	-1	1	0.7	/	0	3
FC(F)Oc1ccccc1NC(=S)Nc1cccnc1	0.4	-2.2	-10	3	-12	-2.2	0.5	2	2
CCN1CCN(c2ccc(NC(=O)CC3OC(=O)c4ccccc43)cc2C)CC1 (stereo unspecified)	-0.6	/	-3	-17	/	0.0	i	/	-4
CCOc1ccc(OCc2cccc(C(=O)Nc3ccc(CN4CCCCC4)cc3)c2)cc1	/	18	-5	-18	17	0.2	-0.4	-3	-19
Cc1nn(C(C)C(=O)NNC(=S)Nc2ccc(Cl)cc2)c(C)c1[N+](=O)[O-] (stereo unspecified)	/	0.7	1	11	-10	1.6	i	-3	4
CCOc1cc(C(=S)N2CCOCC2)ccc1OS(=O)(=O)c1ccc(NC(C)=O)cc1	/	2.9	1	18	1	0.2	-0.8	-1	-4
C[C@@H]1CCCCO[C@H](CN(C)Cc2ccc(C(F)(F)F)cc2)[C@@H](C)CN([C@H](C)CO)C(=O)c2cc(NS(=O)(=O)c3cn(C)cn3)ccc2O1	0.1&-0.5	/	4	-2	/	0.4	-0.3	/	13
C=CCN1c2ccccc2[C@]23C[C@@H](C(=O)OC)N(C(=O)NC4CCCC4)C2=NC(C(=O)OC)=C(C(=O)OC)[C@H]13	1.2	-0.4	-2	13	-4	-0.4	i	/	16
CCOC(=O)c1ccc(-c2ccc(N3C(c4ccsc4)=Cc4ccc(F)cc4C3c3c[nH]c4ccc(C#N)cc34)cc2)cc1F (stereo unspecified)	1.7	/	-7	-3	/	2.1	/	/	/
C=C(C)Cn1c2ccc(NC(=S)NCc3ccccc3F)cc2c(=O)n1C	-1.5	/	-2	0	/	0.0	i	/	1
Cc1cccc(CSC(Nc2ccc(F)cc2)=C(C#N)C#N)c1	/	-0.1	0	19	-10	-0.3	-0.4	-4	0
COc1cccc(CNC(=O)CCn2ccc3cc(S(=O)(=O)N4CCCC4)ccc32)c1	0.1	-1.1	1	3	4	2.4	-0.2	-3	14
Cc1cc(OCC(=O)NCc2ccccn2)c2c(C)cc(=O)oc2c1	1.7	0.3	-1	0	0	1.3	-0.3	0	-4

Only part of the results is shown (hit frequency here may not be typical).
